MC4R ag barr = MC4R agonists recruiting beta-arrestin, primary screen, cell-based, luminescence, agonist arm of biased-ligand search | Melanocortin receptor 4 (Homo sapiens), P32245 | U2OS MC4R beta-arrestin complementation; percent of melanotan II response, DMSO zero | activation, % at 8.9 µM | actives 0.98% (n = 360,000) | AID 540308, 2011;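 active = activation above a per-plate cutoff, the mean activation of sample wells on that plate plus 3 SD, cut at about 8% in these data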
MC4R antag cAMP = MC4R antagonists of cAMP signaling, primary screen, cell-based, TR-FRET, antagonist arm of biased-ligand search | Melanocortin receptor 4 (Homo sapiens), P32245 | inhibition, % at 6.5 µM | AID 540295, 2011 | MC4R-expressing cells, MTII-stimulated cAMP, LANCE TR-FRET | actives 0.48% (n = 360,000);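 active = inhibition above its plate's cutoff, the mean of tested wells on that plate plus 3 SD, cut at about 29% in these data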;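 note: 0% = Melanotan II alone and 100% = Melanotan II plus saturating MCL0020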
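Assay system: U2OS-MC4R stable cell line; Also added: Melanotan II; Technique: Eu-cAMP/anti-cAMP TR-FRET, emission 671 nm; Times: 30-min compound, 1-h challenge, 1-h detection, room temperature.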
Cardio protect = cardioprotection against H2O2-induced cell death, primary screen, uHTS, H9c2 cells, ATPLite luminescence; H9c2 cardiomyocytes, H2O2 injury protection, 2 h; protection from H2O2 cell death, % at 20 µM; actives 0.63% (n = 360,000); AID 588492, 2011;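 active = compounds giving at least 50% protection of heart cells from peroxide-induced death in the single-dose screen, raw or plate-pattern-corrected value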;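 note: 0% = DMSO wells with peroxide and 100% = DMSO wells without peroxide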
ABCB6 inh MLPCN = ABCB6 transporter inhibitors, primary screen, K562-ABCB6 cells, flow cytometry, MLPCN library. ATP-binding cassette sub-family B member 6 (Homo sapiens), Q9NP58. K562-ABCB6 porphyrin accumulation, 1 h; stronger effect = lower value. fluorescence ratio to DMSO, % at 10 µM. actives 0.19% (n = 360,000). AID 602162, 2011;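 active = fluorescence ratio to DMSO below 75%, the collection mean minus 3 SD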;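 note: signal is porphyrin accumulated inside mitochondria; 100% equals median channel fluorescence of DMSO control wells; lower ratio means ABCB6 inhibition with less porphyrin fluorescence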
Target sequence (Q9NP58 whole entry, looked up): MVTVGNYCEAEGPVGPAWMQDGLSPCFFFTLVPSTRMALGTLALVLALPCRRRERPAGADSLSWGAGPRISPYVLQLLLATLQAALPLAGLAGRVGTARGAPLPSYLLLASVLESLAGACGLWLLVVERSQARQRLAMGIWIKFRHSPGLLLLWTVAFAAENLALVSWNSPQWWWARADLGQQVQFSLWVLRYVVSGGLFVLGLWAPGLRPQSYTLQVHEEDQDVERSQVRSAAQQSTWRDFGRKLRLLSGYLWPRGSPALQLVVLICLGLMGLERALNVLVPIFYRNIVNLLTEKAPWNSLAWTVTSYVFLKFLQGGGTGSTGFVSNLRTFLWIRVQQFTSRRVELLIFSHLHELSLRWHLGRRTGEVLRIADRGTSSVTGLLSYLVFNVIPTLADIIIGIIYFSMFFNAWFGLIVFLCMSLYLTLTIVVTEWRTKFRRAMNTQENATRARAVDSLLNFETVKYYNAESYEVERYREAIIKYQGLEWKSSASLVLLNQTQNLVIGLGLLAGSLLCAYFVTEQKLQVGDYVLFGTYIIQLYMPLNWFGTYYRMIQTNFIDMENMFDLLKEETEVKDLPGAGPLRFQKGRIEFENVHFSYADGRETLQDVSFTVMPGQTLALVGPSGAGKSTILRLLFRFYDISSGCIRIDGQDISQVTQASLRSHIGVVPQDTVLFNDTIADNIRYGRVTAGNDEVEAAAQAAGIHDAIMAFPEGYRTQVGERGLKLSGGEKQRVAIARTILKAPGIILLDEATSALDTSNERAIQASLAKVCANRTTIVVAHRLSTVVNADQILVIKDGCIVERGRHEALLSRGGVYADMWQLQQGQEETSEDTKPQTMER
CaV13 FRET inh = Primary screen for inhibitors of IQ motif and Ca2+-dependent inactivation inhibitor domain binding in CACNA1D, Förster resonance energy transfer in living cells, …. inhibition, % at 12.3 µM. AID 743397. HEK cells, CFP/YFP FRET ICDI-IQ, plate reader, 10 min; percent FRET-ratio fall versus neutral wells. actives 0.098% (n = 340,000);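 active = mean replicate inhibition of at least 30% and at least 1% of replicates passing that level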;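 note: 0% = median of the neutral control wells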
Glyco luc inh = increase of ERlucT glycosylation luciferase signal, primary screen, N-linked glycosylation inhibitor project, D54 ERlucT cells, luminescence, set 2; AID 588692, 2011; reporter increase, % at 12.5 µM; actives 0.23% (n = 360,000); D54 ERlucT glycosylation luciferase reporter, 24 h; percent of 100 nM tunicamycin response;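 active = mean luciferase reporter signal, scaled so untreated is 0 and the glycosylation-blocking control 100, at or above a set limit in every replicate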;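 note: luciferase carries N-glycosylation sites so blocking glycosylation raises the light; 0% = median of neutral control wells and 100% = median of 100 nM tunicamycin wells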
ABHD5-PLIN5 inh = ABHD5-PLIN5 interaction inhibitors, primary screen, cell lysate, split luciferase complementation, luminescence; Split G. princeps luciferase complementation, 4 h; actives 0.78% (n = 360,000); inhibition, % at 4 µM; Perilipin-5 (Homo sapiens) + 1-acylglycerol-3-phosphate O-acyltransferase ABHD5 (Homo …;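 active = inhibition above the mean inhibition across every tested compound plus 3 SD, cut at about 22% in these data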;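 note: 0% = DMSO only wells and the 100% control is not disclosed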
Granule exo inh = LAMP-1 surface exposure blockers, TALL-104 cells – cell-based, flow cytometry, MLPCN library, primary screen. TALL-104 LAMP-1 surface exposure; cells stimulated with thapsigargin and PMA. inhibition, % at 10 µM. actives 0.66% (n = 360,000). AID 651702, 2012;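 active = inhibition above about 55%, limit read from the data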
PDI turbidity = inhibitors of human PDI, primary screen, biochemical, turbidity, single point, plate reader. AID 588391, 2011. actives 0.052% (n = 350,000). Protein disulfide-isomerase (Homo sapiens), P07237. PDI insulin aggregation turbidity, A650, 90 min. inhibition, % at 10 µM;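 active = mean inhibition across replicates of 30% or more, whatever share of single replicates reach that level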;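 note: absorbance from insulin aggregation driven by PDI reduction with DTT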
m5-HT2A agonist = mouse Htr2a agonists via beta-arrestin recruitment, primary screen, cell-based, luminescence. CHO-K1 mHTR2A beta-arrestin complementation; percent of 30 µM serotonin response. activation, % at 7.6 µM. actives 0.66% (n = 360,000). AID 624169, 2012;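 active = activation above a run cutoff, the mean activation of all tested compounds plus 3 SD, cut at about 14% in these data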;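 note: 0% = plate median of compound wells and 100% = 30 µM serotonin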
An asterisk follows results filed as active. An unsorted share of the library, and some 4.2% of all compounds hit somewhere here.

What do the screens show for `Cc1ccc(N(C(=O)c2cccs2)C2C=CS(=O)(=O)C2)cc1` (stereo unspecified)?
MC4R ag barr: 0.0; MC4R antag cAMP: 9.3; Cardio protect: 1.6; ABCB6 inh MLPCN: 95.0; CaV13 FRET inh: 16.9; Glyco luc inh: 1.8; ABHD5-PLIN5 inh: -1.0; Granule exo inh: 1.4; PDI turbidity: -6.7; m5-HT2A agonist: -2.5

How did Cc1onc(-c2c(Cl)cccc2Cl)c1C(=O)Nc1ccc(Cl)cn1 do in these assays?
MC4R ag barr: -1.2; MC4R antag cAMP: 13.7; Cardio protect: -2.3; ABCB6 inh MLPCN: 99.0; CaV13 FRET inh: -0.7; Glyco luc inh: -3.0; ABHD5-PLIN5 inh: 2.4; Granule exo inh: 1.3; PDI turbidity: -0.2; m5-HT2A agonist: 0.1

How did CCN(C(C)=O)c1nnc(CSc2nc3ccccc3s2)s1 do in these assays?
MC4R ag barr: -1.4; MC4R antag cAMP: 2.8; Cardio protect: -2.8; ABCB6 inh MLPCN: 88.0; CaV13 FRET inh: -2.2; Glyco luc inh: -2.2; ABHD5-PLIN5 inh: 1.2; Granule exo inh: -1.0; PDI turbidity: 4.8; m5-HT2A agonist: -4.6

Results for COC(=O)Cc1c(C)c2ccc(OC(=O)c3ccccc3)cc2oc1=O ?
MC4R ag barr: 0.3; MC4R antag cAMP: -9.4; Cardio protect: 1.6; ABCB6 inh MLPCN: 100.0; CaV13 FRET inh: -7.0; Glyco luc inh: 2.5; ABHD5-PLIN5 inh: 9.1; Granule exo inh: -0.9; PDI turbidity: -11.9; m5-HT2A agonist: 5.1

What do the screens show for `CCC/C(O)=C1\C(=O)CCCC1=NCCc1c(C)[nH]c2ccc(C)cc12`?
MC4R ag barr: 0.1; MC4R antag cAMP: 12.3; Cardio protect: 3.8; ABCB6 inh MLPCN: 91.0; CaV13 FRET inh: -4.3; Glyco luc inh: -1.3; ABHD5-PLIN5 inh: 4.6; Granule exo inh: -0.3; PDI turbidity: 5.3; m5-HT2A agonist: -0.9

What do the screens show for `CC(C)CCCN1C(N(C)C)=NC[C@@H]1C`?
MC4R ag barr: -0.3; MC4R antag cAMP: 3.2; Cardio protect: -1.4; ABCB6 inh MLPCN: 95.0; CaV13 FRET inh: -9.1; Glyco luc inh: 2.4; ABHD5-PLIN5 inh: 9.4; Granule exo inh: 6.8; PDI turbidity: 6.5; m5-HT2A agonist: 4.4

How did Cc1ccc(N2CCN(C(=O)NC3CCCCC3)CC2C)cc1 (stereo unspecified) do in these assays?
MC4R ag barr: -2.2; MC4R antag cAMP: 2.9; Cardio protect: 4.7; ABCB6 inh MLPCN: 93.0; CaV13 FRET inh: -9.6; Glyco luc inh: 1.7; ABHD5-PLIN5 inh: -6.2; Granule exo inh: -3.6; PDI turbidity: 0.1; m5-HT2A agonist: -0.4

Results for COc1ccc(OCCN2CCC(C(=O)NC(c3ccc(Cl)cc3)c3ncccc3C)CC2)cc1 (stereo unspecified) ?
MC4R ag barr: -0.2; MC4R antag cAMP: 10.3; Cardio protect: 12.7; ABCB6 inh MLPCN: 98.0; Glyco luc inh: -1.6; ABHD5-PLIN5 inh: 7.5; Granule exo inh: 5.3; PDI turbidity: -3.1; m5-HT2A agonist: 2.1

Results for CCc1nc(Nc2cccc(F)c2)c2oc3ccccc3c2n1 ?
MC4R ag barr: 3.8; MC4R antag cAMP: 7.0; Cardio protect: -4.0; ABCB6 inh MLPCN: 92.0; CaV13 FRET inh: -16.5; Glyco luc inh: 1.5; ABHD5-PLIN5 inh: -10.7; Granule exo inh: 5.2; PDI turbidity: -1.9; m5-HT2A agonist: -1.2

What do the screens show for `CCn1c(SCC(=O)Nc2ccccc2)nc2ccccc2c1=O`?
MC4R ag barr: 0.5; MC4R antag cAMP: -11.1; Cardio protect: -1.3; ABCB6 inh MLPCN: 96.0; CaV13 FRET inh: -2.8; Glyco luc inh: -1.0; ABHD5-PLIN5 inh: -4.1; Granule exo inh: -13.5; PDI turbidity: 9.2; m5-HT2A agonist: -0.3

How did O=C(Cn1cnnn1)Nc1cccc(S(=O)(=O)N2CCCCC2)c1 do in these assays?
MC4R ag barr: 4.2; MC4R antag cAMP: -8.4; Cardio protect: -0.6; ABCB6 inh MLPCN: 87.0; CaV13 FRET inh: -6.4; Glyco luc inh: 0.3; ABHD5-PLIN5 inh: 11.0; Granule exo inh: 2.8; PDI turbidity: -14.7; m5-HT2A agonist: 1.7

Results for Cc1cc(C)c(C#N)c(N2CCN(c3ccccc3F)CC2)n1 ?
MC4R ag barr: 2.3; MC4R antag cAMP: -4.6; Cardio protect: -4.9; ABCB6 inh MLPCN: 100.0; CaV13 FRET inh: -4.9; Glyco luc inh: -2.9; ABHD5-PLIN5 inh: 2.0; Granule exo inh: 38.1; PDI turbidity: -13.2; m5-HT2A agonist: -1.9

How did CCOc1ccc(CN2CCN(c3ncnc4scc(-c5ccccc5)c34)CC2)cc1 do in these assays?
MC4R ag barr: 3.1; MC4R antag cAMP: 6.1; Cardio protect: -10.4; ABCB6 inh MLPCN: 95.0; CaV13 FRET inh: -2.1; Glyco luc inh: -4.1; ABHD5-PLIN5 inh: 0.3; Granule exo inh: 87.0*; PDI turbidity: -5.3; m5-HT2A agonist: -6.0

How did O=C(c1ccco1)N(Cc1ccccc1)c1cccc([N+](=O)[O-])c1 do in these assays?
MC4R ag barr: -0.4; MC4R antag cAMP: 27.2; Cardio protect: -2.6; ABCB6 inh MLPCN: 108.0; CaV13 FRET inh: 2.2; Glyco luc inh: -1.3; ABHD5-PLIN5 inh: -1.1; Granule exo inh: -0.2; PDI turbidity: -5.8; m5-HT2A agonist: -5.5

Results for CN(c1ccccc1)S(=O)(=O)c1ccc(NC(=S)NC(=O)C2CC2)cc1 ?
MC4R ag barr: -2.5; MC4R antag cAMP: -0.8; Cardio protect: -8.3; ABCB6 inh MLPCN: 95.0; CaV13 FRET inh: -3.2; Glyco luc inh: 0.7; ABHD5-PLIN5 inh: 3.1; Granule exo inh: 13.7; PDI turbidity: 8.9; m5-HT2A agonist: 1.2

How did CCCCn1c(=O)nc2n(-c3ccc(OC)cc3)c3ccccc3cc-2c1=O do in these assays?
MC4R ag barr: 1.0; MC4R antag cAMP: -10.6; Cardio protect: 7.4; ABCB6 inh MLPCN: 99.0; CaV13 FRET inh: -5.0; Glyco luc inh: 0.6; ABHD5-PLIN5 inh: 7.7; Granule exo inh: -1.3; PDI turbidity: 4.6; m5-HT2A agonist: 1.6

What do the screens show for `c1ccc(OCc2nn3c(-c4n[nH]c5c4CCC5)nnc3s2)cc1`?
MC4R ag barr: -1.1; MC4R antag cAMP: 10.3; Cardio protect: -14.1; ABCB6 inh MLPCN: 86.0; CaV13 FRET inh: -1.4; Glyco luc inh: -1.5; ABHD5-PLIN5 inh: 7.8; Granule exo inh: 1.0; PDI turbidity: -4.6; m5-HT2A agonist: -2.2

What do the screens show for `O=C(CC1CCCC1)Nc1nnc(C2CC2)s1`?
MC4R ag barr: 0.0; MC4R antag cAMP: 5.4; Cardio protect: 7.6; ABCB6 inh MLPCN: 103.0; CaV13 FRET inh: -5.4; Glyco luc inh: -0.2; ABHD5-PLIN5 inh: -4.0; Granule exo inh: -0.6; PDI turbidity: -0.1; m5-HT2A agonist: -2.1

Results for Nc1nc(SCC(=O)NC2CCCCC2)[nH]c(=O)c1-c1ccccc1 ?
MC4R ag barr: -1.8; MC4R antag cAMP: 9.9; Cardio protect: -0.2; ABCB6 inh MLPCN: 106.0; CaV13 FRET inh: -4.5; Glyco luc inh: -0.7; ABHD5-PLIN5 inh: -0.3; Granule exo inh: 0.5; PDI turbidity: 6.9; m5-HT2A agonist: -4.5

Results for CCOC(=O)c1ccc(CNCc2ccc(Br)cc2)cc1 ?
MC4R ag barr: 1.8; MC4R antag cAMP: -1.3; Cardio protect: -3.8; ABCB6 inh MLPCN: 92.0; CaV13 FRET inh: -6.0; Glyco luc inh: 0.1; ABHD5-PLIN5 inh: -3.1; Granule exo inh: -4.1; PDI turbidity: 3.7; m5-HT2A agonist: -2.2

How did O=C(O)C1CCN(C(=O)c2ccccc2C(=O)N2CCC(C(=O)O)CC2)CC1 do in these assays?
MC4R ag barr: -1.1; MC4R antag cAMP: -3.0; Cardio protect: 2.6; ABCB6 inh MLPCN: 96.0; CaV13 FRET inh: -8.6; Glyco luc inh: -3.3; ABHD5-PLIN5 inh: 6.6; Granule exo inh: -3.0; PDI turbidity: -2.1; m5-HT2A agonist: 1.0

How did Cc1ccccc1-n1c(=O)n(Cc2ccco2)c(=O)c2[nH]cnc21 do in these assays?
MC4R ag barr: -2.6; MC4R antag cAMP: -7.5; Cardio protect: 8.5; ABCB6 inh MLPCN: 103.0; CaV13 FRET inh: -17.9; Glyco luc inh: 2.1; ABHD5-PLIN5 inh: -5.8; Granule exo inh: 3.0; PDI turbidity: -2.7; m5-HT2A agonist: -3.3

What do the screens show for `Cn1cc2cccc([N+](=O)[O-])c2n1`?
MC4R ag barr: -0.4; MC4R antag cAMP: 7.7; Cardio protect: 1.1; ABCB6 inh MLPCN: 101.0; CaV13 FRET inh: -8.4; Glyco luc inh: -0.3; ABHD5-PLIN5 inh: -2.8; Granule exo inh: -2.3; PDI turbidity: 1.6; m5-HT2A agonist: 4.8

How did CC(C)n1c(C(=O)OCC(=O)NCc2ccc3c(c2)OCO3)cc2sccc21 do in these assays?
MC4R ag barr: 2.5; MC4R antag cAMP: 12.7; Cardio protect: 3.4; ABCB6 inh MLPCN: 94.0; CaV13 FRET inh: -7.5; Glyco luc inh: 1.7; ABHD5-PLIN5 inh: -3.6; Granule exo inh: 18.5; PDI turbidity: -5.6; m5-HT2A agonist: 2.6

What do the screens show for `N=C1/C(=C/c2cccs2)C(=O)N=C2SN=C(SCc3ccccc3)N12`?
MC4R ag barr: 0.4; MC4R antag cAMP: -2.5; Cardio protect: -16.6; ABCB6 inh MLPCN: 102.0; CaV13 FRET inh: -4.3; Glyco luc inh: -1.1; ABHD5-PLIN5 inh: -0.2; Granule exo inh: -3.1; PDI turbidity: -7.9; m5-HT2A agonist: 7.4
